Jurkat NFkB inh: inhibitors of induced NF-kB luciferase reporter, primary screen, TCR NF-kB activation inhibitor project, cell-based, luminescence, uHTS; inhibition, % at 4 µM; Jurkat, PMA/ionomycin-induced NF-kB luciferase reporter; 330,000 tested, 0.53% active; in the data active = inhibition above about 50%
XBP1 UPR activ: activators of adaptive XBP1 UPR arm, primary screen, cell-based, CHO-XBP1 luciferase reporter, luminescence, uHTS; 330,000 tested, 0.33% active; IRE1-XBP1 UPR activation; percent of tunicamycin response, DMSO as zero; activation, % at 20 µM;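 active = versus positive control, 20 µM dose yields 30% or more activation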;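 also: 100% = tunicamycin at 10 µg/mL and 0% = DMSO only wells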
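Material: CHO-XBP1 cells stably carrying IRE1-XBP1-driven luciferase reporter | Medium: F12 with 10% serum | Compound dosing: 20 µM single concentration, DMSO 1% | Incubation: Overnight seeding at 37 °C, 6 h compound treatment at 37 °C | Detection: Steady-Glo luminescence read | Read-out basis: % activation of reporter signal versus tunicamycin and DMSO controls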
697 NFkB inh: inhibitors of PMA/ionomycin-induced NF-kB reporter, 697 cells, primary screen, B-cell NF-kB inhibitor project, cell-based, luminescence, uHTS | 697 B-cell NF-kB luciferase reporter, 16 h | inhibition, % at 4 µM | 330,000 tested, 0.33% active; in the data active = inhibition above about 35%
Mdm2-MdmX inh: inhibitors of human Mdm2-MdmX association, primary screen, cell-based, luminescence, split luciferase, SaOS-2, uHTS; SaOS-2 split-luciferase Mdm2/MdmX complementation; inhibition, % at 8 µM; 330,000 tested, 3% active; Protein Mdm4 (Homo sapiens) + E3 ubiquitin-protein ligase Mdm2 (Homo sapiens), …;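 active = inhibition of at least 50% at 8 µM in the primary screen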
Target sequence (O15151 whole entry, looked up): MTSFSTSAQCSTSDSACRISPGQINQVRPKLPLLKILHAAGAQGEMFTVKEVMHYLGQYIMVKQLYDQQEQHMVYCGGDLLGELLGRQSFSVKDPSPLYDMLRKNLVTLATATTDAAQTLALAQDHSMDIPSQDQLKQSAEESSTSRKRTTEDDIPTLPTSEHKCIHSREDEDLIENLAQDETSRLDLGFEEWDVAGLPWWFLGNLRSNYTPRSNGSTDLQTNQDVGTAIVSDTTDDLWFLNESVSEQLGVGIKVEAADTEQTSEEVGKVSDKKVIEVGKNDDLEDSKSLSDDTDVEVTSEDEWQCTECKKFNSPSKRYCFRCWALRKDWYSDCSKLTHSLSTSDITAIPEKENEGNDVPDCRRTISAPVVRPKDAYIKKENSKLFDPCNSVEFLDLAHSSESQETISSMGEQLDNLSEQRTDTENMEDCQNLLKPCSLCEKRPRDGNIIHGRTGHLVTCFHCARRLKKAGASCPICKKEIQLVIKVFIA
Target sequence (Q00987 whole entry, looked up): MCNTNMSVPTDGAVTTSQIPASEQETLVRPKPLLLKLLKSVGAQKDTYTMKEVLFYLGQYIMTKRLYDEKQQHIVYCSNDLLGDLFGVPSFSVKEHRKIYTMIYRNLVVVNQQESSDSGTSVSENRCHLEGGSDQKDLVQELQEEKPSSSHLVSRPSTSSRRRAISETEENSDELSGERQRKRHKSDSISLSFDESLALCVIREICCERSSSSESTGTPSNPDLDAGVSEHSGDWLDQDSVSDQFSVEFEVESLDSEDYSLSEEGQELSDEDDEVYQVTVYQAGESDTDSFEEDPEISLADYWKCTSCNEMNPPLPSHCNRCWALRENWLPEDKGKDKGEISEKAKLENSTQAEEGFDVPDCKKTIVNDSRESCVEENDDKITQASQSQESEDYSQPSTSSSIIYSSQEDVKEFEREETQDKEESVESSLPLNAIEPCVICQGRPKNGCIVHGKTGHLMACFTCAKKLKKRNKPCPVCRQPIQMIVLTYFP
tim10-1 inh: growth inhibitors of tim10-1 mutant yeast, primary screen, luminescence, uHTS; 330,000 tested, 2.2% active; inhibition, % at 20 µM; S. cerevisiae tim10-1 ts strain growth, BacTiter-Glo, 24 h;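 active = inhibition of at least 40%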;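 also: mutant grown at 25 °C; 0% = DMSO wells with yeast and 100% = wells holding no yeast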
tim23-1 inh: growth inhibitors of tim23-1 mutant yeast, primary screen, luminescence, uHTS; S. cerevisiae tim23-1 growth, BacTiter-Glo luminescence, 24 h; inhibition, % at 20 µM; 330,000 tested, 1.3% active; AID 463212, 2010;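 active = growth inhibition of the mutant yeast at or above 50%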;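 also: temperature-sensitive mutant grown at 25 °C; plate controls were DMSO-treated mutant yeast for no effect and medium wells lacking yeast for full effect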
TIM10 inh: growth inhibitors of isogenic TIM10 control yeast, primary screen, counter-screen for tim10-1 yeast inhibitor project, luminescence, uHTS | S. cerevisiae TIM10 strain growth, BacTiter-Glo luminescence, 24 h | inhibition, % at 10 µM | 330,000 tested, 1.4% active | AID 463195, 2010;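 active = inhibition of 40% or more at the single tested concentration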;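 also: wild-type TIM10 isogenic control strain grown at permissive 25 °C; 0% = DMSO yeast wells and 100% = minimal medium wells without yeast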
UPR CHOP act: activators of apoptotic CHOP UPR arm, primary screen, cell-based, CHO-CHOP luciferase reporter, luminescence, uHTS; AID 449763, 2010; activation, % at 10 µM; 330,000 tested, 0.34% active; UPR activation; percent of tunicamycin response over DMSO baseline;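 active = at 10 µM dose, activation of 40% or more, normalized to positive control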;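 also: 100% = tunicamycin at 10 µg/mL and 0% = DMSO alone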
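System: CHO-CHOP luciferase reporter cell line | Buffer or medium: F12 medium containing 10% fetal bovine serum | Doses: One dose, 10 µM in 0.5% DMSO | Times: 6 h compound exposure at 37 °C after overnight seeding | Signal: Luciferase luminescence | Read-out: % activation vs tunicamycin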
* hit, by the source's call.

SMILES	Jurkat NFkB inh	XBP1 UPR activ	697 NFkB inh	Mdm2-MdmX inh	tim10-1 inh	tim23-1 inh	TIM10 inh	UPR CHOP act
CC1=C(/C=C/C(C)=N\NC(=O)c2ccncc2)C(C)(C)CCC1	9	-2	12	18	23	15	9	-1.3
Cc1cccc(N(C(=O)CCC(=O)Nc2cccnc2)C(C(=O)NC2CCCC2)c2ccncc2)c1 (stereo not drawn)	-5	-2	-5	-13	13	1	8	1.4
COc1cccc(C(=O)Nc2ccccc2C(=O)NC2CC2)c1	-3	-1	18	-13	-2	-9	-11	0.4
COc1ccc(CC(=O)NC(CC(=O)O)c2ccc(OC)cc2)cc1 (stereo not drawn)	6	-1	-16	-34	3	13	14	0.1
COCCn1nnnc1C(C(C)C)N1CCSCC1 (stereo not drawn)	10	3	22	-30	9	5	5	1.0
CSc1sc(C(=O)NNC(=O)c2ccc(Cl)cc2)c2c1C=CCC2	21	1	13	13	-17	6	-2	-1.2
c1ccc(-c2cnnc(-c3ccccn3)n2)cc1	-48	5	-61	-53	-23	-5	-35	3.9
O=C(N/N=C/c1ccc2c(c1)OCO2)c1sc2cccc(Cl)c2c1Cl	-1	1	10	6	3	18	-2	3.6
Cc1ccc(-n2nnnc2SCC(=O)Nc2nc(-c3ccc(F)cc3)cs2)cc1C	16	11	14	65*	-3	-18	-26	-0.5
Cn1nnc2cc(C(=O)Nc3cccnc3)ccc21	-1	-2	9	-9	3	11	13	0.3
O=c1[nH]c2cccnc2n1Cc1ccco1	-1	1	18	-23	11	2	12	-0.1
Cc1ccc2nc(NC(=O)COC(=O)c3ccc(Br)o3)sc2c1	-3	6	-21	0	-14	19	11	5.2
Nc1nc(N)nc(-c2cc([N+](=O)[O-])ccc2O)n1	9	-4	-64	77*	-9	-6	-15	3.5
CN(c1ccccc1)S(=O)(=O)c1cccc(NC(=O)CSc2ncc(C(F)(F)F)cc2Cl)c1	3	-1	17	10	31	29	16	2.1
CCOC(=O)c1cccc(Nc2nc(C)cc(C)n2)c1	-27	1	-24	-6	17	9	-1	5.6
CC1CN(CC(=O)Nc2ccc(S(N)(=O)=O)cc2)CC(C)O1 (stereo not drawn)	-11	-2	6	-27	-6	17	5	0.2
COC(=O)c1sccc1NC(=O)Nc1ccc(C(C)=O)cc1	1	0	-87	25	10	38	16	7.5
CC1CC(C)CN(c2nc3c(c(=O)n(C)c(=O)n3C)n2C)C1 (stereo not drawn)	16	-2	-7	-4	-27	5	-27	-1.8
CCc1ccc(OCC(=O)O/N=C(\N)c2ccncc2)c(Br)c1	-142	0	-177	-159	0	12	3	6.6
Cc1ccc(N2C(=O)c3sc4nnc(C)c(=O)n4c3C2=O)cc1	6	1	8	-40	19	1	12	-1.5
O=C(O)CCCC(=O)Nc1ccc(Cl)cc1	2	0	-2	-47	4	16	0	-2.8
CCN1C(=O)N(CC)C(O)(c2ccccc2)C1(O)c1ccccc1 (stereo not drawn)	-2	-2	-19	1	-5	-13	-11	-1.7
Cc1cc(C)n2ncc(C(=O)NC3CCCCC3)c2n1	-2	3	-5	11	13	28	5	1.3
CCc1ccc2nc(SCC(=O)NCC3CCCO3)c(C#N)cc2c1 (stereo not drawn)	-67	-3	-6	30	-1	1	-10	2.1
COc1cccc(CNCc2ccccc2Br)c1OC	-14	-1	6	-2	0	10	4	1.5
Additional entries:
SMILES	Jurkat NFkB inh	XBP1 UPR activ	697 NFkB inh	Mdm2-MdmX inh	tim10-1 inh	tim23-1 inh	TIM10 inh	UPR CHOP act
O=C(CN1CCOc2ccccc21)NCc1ccc(F)cc1	5	0	13	-3	-6	11	-11	0.2
CCN1C/C(=N\S(=O)(=O)/N=C2\CN(CC)C(=O)N2CC)N(CC)C1=O	-3	-3	0	-21	1	8	-17	-0.1
Cn1c(C(=O)NC2CC2)cc(=O)n(C)c1=O	-16	0	2	8	-8	0	-17	-1.3
N#C/C(=C\c1ccc(OCc2ccc(C(=O)O)cc2)cc1)C(=O)N1CCOCC1	66*	-5	-25	55*	13	6	0	-9.0
CCCCN(CCCC)c1nc2ccccc2nc1C(C#N)C(=O)NCCCOC (stereo not drawn)	12	0	-1	-13	14	15	4	-0.4
CCn1c(O)c2ccc(C(=O)N=NC(=O)c3cccnc3)cc2c1O	-7	-3	-4	4	14	13	-8	0.6
Cc1ccc(NS(=O)(=O)c2cc(C(=O)N3CCN(C)CC3)ccc2C)cc1C	-1	-3	15	15	-3	4	-4	-1.6
Cc1ccc(C(=O)/C=C/N(C)C)o1	-3	0	0	10	6	-5	14	-0.4
Cc1ccc(Cn2c(=N)c(C(=O)NCC3CCCO3)cc3c(=O)n4cccc(C)c4nc32)cc1 (stereo not drawn)	14	-1	-5	13	32	14	9	1.9
O=C(NC(CC1CCCCC1)C(=O)O)c1ccccc1 (stereo not drawn)	-11	-2	1	-1	-3	0	-1	-0.2
COc1ccc(NC(=O)NS(=O)(=O)c2ccc(C)cc2)c(OC)c1	0	2	4	17	-13	-4	-16	1.9
O=C(NNC(=O)c1ccccc1-c1ccccc1C(=O)O)c1ccccc1	12	-2	1	17	-10	3	20	-1.6
CCN(Cc1ccncc1)C(=O)c1cc(COc2ccc(OC)cc2Cl)on1	-63	-2	-107	-43	26	16	2	4.0
CC(=O)NC(CC(=O)OCC(=O)Nc1ccc2c(c1)OCO2)c1ccccc1 (stereo not drawn)	5	2	15	9	-13	-3	7	2.6
Cc1ccccc1C(OCCN(C)C)C1CCCCC1 (stereo not drawn)	4	1	-38	26	14	7	-13	-1.1
O=S(=O)(Nc1ccc(-c2ccc3nncn3n2)cc1)c1cccc(F)c1	8	-1	11	32	-4	-16	-1	0.1
Cc1ccc(C(=O)NC(=S)Nc2ccc3[nH]c(=O)[nH]c3c2)c(C)c1	14	1	-6	19	2	-1	1	1.9
Cc1nc(SCC(=O)N2CCOCC2)c2c(C)c(C)sc2n1	-5	1	-6	17	11	17	1	0.0
CN(C)c1cccc(C(=O)OCC(=O)Nc2nccs2)c1	9	0	0	-44	27	16	12	3.9
Cc1ccc(NC(=O)C2CSC3(C)CCC(=O)N23)cc1S(=O)(=O)N1CCOCC1 (stereo not drawn)	-10	0	29	35	-9	-7	4	-1.7
N#C/C=C/N1CCN(Cc2ccc3c(c2)OCO3)CC1	-6	-3	4	3	23	11	-2	0.6
Cc1ccc(C(=O)NN2CCOCC2)cc1	-11	1	-34	-22	11	-7	-8	-0.5
COc1ccc(Cl)cc1C(=O)NCc1cn(C)nc1C	-6	0	-11	-2	9	2	13	1.4
CCn1c(CCNC(=O)c2ccc(OC)cc2)nnc1SCC(=O)Nc1ccccc1F	14	0	22	-2	-5	4	10	1.6
CSc1cccc(NC(=O)Cn2cccc2)c1	0	1	11	10	2	3	2	-1.0

Entries listed so far that bear a hit mark in Jurkat NFkB inh.
SMILES	Jurkat NFkB inh	697 NFkB inh	Mdm2-MdmX inh
N#C/C(=C\c1ccc(OCc2ccc(C(=O)O)cc2)cc1)C(=O)N1CCOCC1	66*	-25	55*

The listing continues.
SMILES	Jurkat NFkB inh	XBP1 UPR activ	697 NFkB inh	Mdm2-MdmX inh	tim10-1 inh	tim23-1 inh	TIM10 inh	UPR CHOP act
O=C(NCc1ccccc1CN1CCCC1)c1ccc(Cl)c(N2CCCC2=O)c1	2	0	5	21	11	11	17	0.3
Cc1ccc(Sc2ncccc2C(N)=O)cc1	-4	-4	3	14	-12	-10	-14	-0.1
Cc1c(C(=O)N2CC(C(=O)N3CCCCC3)Oc3ccccc32)oc2ccccc12 (stereo not drawn)	5	-2	-15	-2	34	34	29	0.4
O=C(O)c1c[nH]c(=S)n1-c1ccc(F)cc1	8	2	11	1	-6	-2	8	-1.3
Cc1onc(-c2c(F)cccc2Cl)c1-c1nnc(-c2cccc3ccccc23)o1	0	-1	8	-11	-11	-6	-1	3.4
Cc1cccc(C)c1OCc1nc2ccccc2c(=O)n1/N=C/c1c[nH]c2ccccc12	-23	-3	-9	23	34	20	24	-1.7
CCc1cccc(CC)c1NC(=S)NCC(c1cccnc1)N1CCOCC1 (stereo not drawn)	1	-2	-20	8	4	2	3	0.4
C/C(=N/NC(=O)CNC(=O)COc1ccccc1)c1ccc(Cl)cc1	6	-3	-10	13	2	-13	-3	4.0
CN(C)S(=O)(=O)c1ccc(N2CCCC2)c(C(=O)NCC2COc3ccccc3O2)c1 (stereo not drawn)	18	1	-1	-10	17	10	1	-1.1
CN(CC(=O)Nc1ccc(Cl)c(C(F)(F)F)c1)C(=O)Cn1cc([N+](=O)[O-])ccc1=O	-8	-2	4	-15	10	9	1	-1.6
Cc1csc(SCC(=O)N(c2ccccc2)C(C)C)n1	8	3	2	18	34	16	8	0.1
O=C(Cn1nnc2ccccc21)N/N=C\C=C\c1ccccc1	-8	0	7	9	27	11	10	1.4
COCCNC(=O)C1CCN(Cc2cccc(OCc3ccccc3)c2)CC1	5	-2	4	30	-4	10	-2	-0.6
CCN(C(=O)CCS(=O)(=O)c1cccc2nonc12)c1ccc(F)cc1	14	4	-9	21	0	17	19	1.3
Cc1cc(C)cc(NS(=O)(=O)c2ccc(-c3cnc(C4CC4)o3)cc2)c1	56*	8	-52	75*	32	28	-35	-1.0
CC1Sc2ccc(S(=O)(=O)N3CCC(C(N)=O)CC3)cc2NC1=O (stereo not drawn)	-4	-2	-42	-2	6	-17	-4	-2.2
C=CCN(c1ccccc1)S(=O)(=O)c1cc2c(cc1C)NC(=O)CO2	5	-2	14	12	-13	-6	-13	-1.1
C=CCN1C(=O)C(=O)N(Cc2nc3ccccc3s2)C1=O	-83	-2	-100	-69	-9	8	12	6.1
COc1ccccc1N1CCN(C(=O)CN(Cc2ccc(Cl)cc2)S(C)(=O)=O)CC1	21	-3	11	-6	31	25	29	3.1
CN1CCCN=C1/C=C/c1cccs1	-7	-7	-14	15	-23	-5	5	-0.1
O=C(NC(=S)Nc1ccc(N2CCN(C(=O)c3ccccc3)CC2)cc1)c1cccs1	-4	-1	-23	51*	21	5	16	-1.9
O=C(CCc1nc(-c2cccs2)no1)Nc1cnc2ccccc2c1	4	-2	2	-14	6	4	1	1.8
O=C(CCNS(=O)(=O)c1ccc(Cl)cc1)N1CCN(c2ccccn2)CC1	-9	0	-4	6	9	7	-23	-0.9
COc1cc(Br)c(CC(=O)NC2CC2)cc1OC	10	-2	-8	-26	-19	7	11	-0.8
COc1ccc(-c2cc(C(=O)NC(C(=O)O)C(C)C)c(C)o2)cc1OC (stereo not drawn)	-19	2	-15	23	9	12	23	0.9

Reformatted: 5 of the compounds above
smiles,Jurkat NFkB inh,XBP1 UPR activ,697 NFkB inh,Mdm2-MdmX inh,tim10-1 inh,tim23-1 inh,TIM10 inh,UPR CHOP act
COc1ccc(-c2cc(C(=O)NC(C(=O)O)C(C)C)c(C)o2)cc1OC (stereo not drawn),-19,2,-15,23,9,12,23,0.9
COc1cc(Br)c(CC(=O)NC2CC2)cc1OC,10,-2,-8,-26,-19,7,11,-0.8
CCN(Cc1ccncc1)C(=O)c1cc(COc2ccc(OC)cc2Cl)on1,-63,-2,-107,-43,26,16,2,4.0
O=C(O)CCCC(=O)Nc1ccc(Cl)cc1,2,0,-2,-47,4,16,0,-2.8
CCOC(=O)c1cccc(Nc2nc(C)cc(C)n2)c1,-27,1,-24,-6,17,9,-1,5.6

An excerpt of the results above:
SMILES	Jurkat NFkB inh	XBP1 UPR activ	697 NFkB inh	Mdm2-MdmX inh	tim10-1 inh	tim23-1 inh	TIM10 inh	UPR CHOP act
Cc1ccc(Sc2ncccc2C(N)=O)cc1	-4	-4	3	14	-12	-10	-14	-0.1
Cc1c(C(=O)N2CC(C(=O)N3CCCCC3)Oc3ccccc32)oc2ccccc12 (stereo not drawn)	5	-2	-15	-2	34	34	29	0.4
